# UDG counterscr: UDG inhibition counter-screen; Potency, µM (doses to about 115 µM), without a hit: at the highest dose activity change, negative = inhibition, usual class: inhibitors; 91,000 compounds, 0.14% hits; AID 1347430; FRET deamination/UDG coupled assay, UDG read, 4 h; note: nearly all actives have a fitted effect of over 65% in size
# AID inhibitor: activation induced cytidine deaminase inhibition | AID deamination FRET fluorescence, UDG-coupled, 4 h | Potency, µM (doses to about 115 µM), inactives show at the top dose activity change, negative = inhibition, actives largely listed as inhibitors | 91,000 compounds, 0.32% hits | AID 1347428; note: nearly all actives have a fitted effect of over 25% in size
# Target sequence (Q9GZX7 whole entry, looked up): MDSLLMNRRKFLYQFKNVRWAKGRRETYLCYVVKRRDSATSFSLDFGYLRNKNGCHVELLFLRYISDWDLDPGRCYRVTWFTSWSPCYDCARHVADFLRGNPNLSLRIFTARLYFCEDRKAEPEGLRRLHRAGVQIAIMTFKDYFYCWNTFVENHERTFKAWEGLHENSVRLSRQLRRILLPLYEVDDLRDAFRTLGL
# Active calls of the source: *; ? = inconclusive; [ ] = remark or other dose. Calls come from the whole dose curve; as a rule, active = well fitted curve in the direction sought with a large enough effect; inconclusive = small, poorly fitted or top-dose-only effect, or another doubt; inactive = no such curve, though single readings can be large; an effect the other way counts as inactive or inconclusive. % is set by controls: 0 for no effect and ±100 for the full control effect; potency is the fitted concentration of half-maximal effect. An excerpt, so the mix of outcomes need not match the whole.
entry	Molecule	UDG counterscr	AID inhibitor
1	COc1cccc(CNc2nc(NCc3cccc(OC)c3)n(S(=O)(=O)c3ccc(C)cc3)n2)c1	4%	1%
2	CCOC(=O)c1c(Nc2ccccc2)nnc(-c2ccccc2)c1-c1ccccc1	7%	8%
3	O=C(CSCc1ccc(F)cc1)N1CCc2c([nH]c3ccccc23)C1c1ccc(Cl)cc1 (configuration not stated)	-12%[57.5 µM]	?
4	CCOc1ccc(NC(=O)C(C)Oc2ccccc2Cl)c2cccnc12 (configuration not stated)	-7%	77%[activator]
5	COc1ccc(-n2nnc(-c3nc(-c4cccs4)no3)c2N)cc1	-8%	4%
6	O=S1(=O)C=CC(N(Cc2ccccc2)Cc2cccc(F)c2)C1 (configuration not stated)	-5%	-6%
7	COc1ccc(C2CC(=O)N(Cc3ccccc3C)c3c2c(C)nn3-c2nc(C)cc(C)n2)c(OC)c1 (configuration not stated)	-2%	-10%
8	COC(=O)c1cc(OC)c(OC)c(OC)c1NC(=O)c1cc(=O)n(C)c(=O)n1C	-1%	7%
9	CN(c1ccc(OCC(=O)N2CCN(c3ccc(F)cc3)CC2)cc1)S(=O)(=O)c1cccs1	5%	-6%
10	CC1(C)CC(CC(=O)O)(c2cccc(C(F)(F)F)c2)CCO1 (configuration not stated)	1%	0%
11	O=c1c2ccccc2nc2sc(Nc3cccc(C(F)(F)F)c3)nn12	0%	2%
12	O=[N+]([O-])c1cccc(NC(c2ccccc2)c2ccccc2)c1	7%	-8%
13	Cc1ccc2nc(/C(C#N)=C/c3cc(I)cc(I)c3OCc3ccccc3)[nH]c2c1	4%	9%
14	CCCCCNS(=O)(=O)c1ccc(N2CCCCS2(=O)=O)cc1	3%	-6%
15	CN(CC(O)COC(CCl)CCl)S(=O)(=O)O (configuration not stated)	0%	5%
16	Cc1ccc(-c2ccccc2)c(Oc2cccc(C#N)c2C#N)c1	-9%	-12%
17	COc1ccc(S(=O)(=O)Nc2ccc(-c3cn4c(C)csc4n3)cc2)cc1	7%	-1%
18	Fc1ccc(CNCc2cccc(OCc3ccccc3)c2)cc1	1%	-9%
19	CCCCc1c(C)nc2ccc(C)cc2c1SCC(=O)O	3%	-3%
20	CNC(=O)NC(=O)C(C)Sc1ccc(Br)cc1 (configuration not stated)	0%	-9%
21	CC(NC(=O)c1ccccc1NC(=O)CSc1nncn1-c1ccccc1F)c1ccccc1 (configuration not stated)	6%	-3%
22	CCc1nnc(NC(=O)c2cc(OC)c(OC)cc2OC)s1	4%	-5%
23	O=[N+]([O-])c1ccc2nonc2c1Nc1ccc(Cl)cc1	7%	6%
24	COc1ccc(S(=O)(=O)N2CCN(CC(=O)Nc3ccc(Cl)c(C(F)(F)F)c3)CC2)cc1	-18%	?
25	c1cncc(-c2nc(NC3CCN(C4CC4)CC3)c3ccccc3n2)c1	-5%	-3%
26	O=C(CSc1ccc(Cl)cc1)NCCSc1nc2ccccc2s1	-3%	1%
27	CC(=O)Nc1ccc(NC(=O)c2cc(S(=O)(=O)N3CCOCC3)c(Cl)cc2Cl)cc1	67%[activator]	6%
28	O=C(CSc1ccc(Br)cc1)c1cccc2ccccc12	4%	-5%
29	CCOC(=O)c1cc(-c2ccc(OC)c(S(=O)(=O)NCc3ccccc3Cl)c2)on1	-1%	-7%
30	COC(=O)c1cc(C)nc2c1c(=O)nc(SCc1ccccc1Cl)n2C1CC1	0%	-16%
31	Cc1ccccc1CNC(=O)c1ccc2nc(C(C)C)oc2c1	-8%	-6%
32	CCOCCCNC(=O)c1ccc(-n2c(-c3ccccc3)cc3c2CCCC3)cc1	-7%[57.5 µM]	?
33	CCCCS(=O)(=O)CCS(=O)(=O)CCCC	0%	3%
34	Cc1ccc(NC(=O)C2CCCN(c3ncnc4c3nc3n4CCCCC3)C2)c(Br)c1 (configuration not stated)	4%[57.5 µM]	11%[57.5 µM]
35	Cc1ccc(C(=O)NCC(O)c2ccccc2)cc1 (configuration not stated)	-2%	1%
36	O=C(N/N=C/c1ccc(Br)cc1)c1cccs1	1%	-1%
37	CN(C(=O)Cn1c(=O)n(Cc2ccc3c(c2)OCO3)c(=O)c2sccc21)C1CCCCC1	-7%	2%
38	COc1ccc(CCNC(=O)CCCCn2c(=O)c3ccccc3n(Cc3cc(C)ccc3C)c2=O)cc1OC	-1%	23%
39	CCOC(=O)c1c(C)[nH]c(CCC(=O)NCc2ccccc2C)c1C	-4%[57.5 µM]	3%
40	Cc1ccc(C)c(C(NC(=O)c2ccccc2C)c2cccnc2)c1 (configuration not stated)	-5%	-9%
41	O=C1CC(c2ccc(OCc3ccc(Cl)cc3)cc2)c2c(nc(-c3ccccc3)[nH]c2=O)N1 (configuration not stated)	7%	3%
42	COC(=O)c1c(-c2cccs2)csc1NC(=O)c1cc(OC)cc(OC)c1	3%	81%[activator]
43	COC(=O)c1ccc(CN(Cc2ccc(OC)c(OC)c2)S(=O)(=O)c2ccc(F)c(C(=O)Nc3cc(C)ccc3C)c2)cc1	-1%	-5%
44	COc1ccc2cc(COC(=O)C3COc4ccccc4O3)ccc2c1 (configuration not stated)	-7%	2%
45	O=C(Cn1cc(SCc2c(F)cccc2Cl)c2ccccc21)N1CCCCCC1	5%	29%
46	Cc1ccsc1C(=O)/C(C#N)=C\c1ccc(C(=O)O)cc1	-7%	-13%
47	Cc1ccccc1Nc1c(-c2ccco2)nc2c(C)cccn12	1%	10%
48	CCc1ccc2nc(-c3ccccn3)cc(C(=O)O)c2c1	-3%	13%
49	Cc1sc(N)c(C#N)c1-c1ccc(CC(C)C)cc1	-5%	-10%
50	Cc1ccc(-c2ccc(N)cc2)cc1	-6%	-3%
51	CCCCc1nnc(NC(=O)Cn2ccc3ccc(F)cc32)s1	-6%	-3%
52	Cc1ccc(N2CCN(c3cc(C)nc4c(-c5ccc(Cl)cc5)c(C)nn34)CC2C)cc1 (configuration not stated)	7%[57.5 µM]	12%
53	Cc1ccccc1NC(=O)CSc1cn(CC(=O)N(C(C)C)C(C)C)c2ccccc12	2%[57.5 µM]	17%
54	COc1ccc(NC(=O)c2c(NCc3cccc(OC)c3)sc3c2CCC3)cc1	8%	243%[activator]
55	N#C/C(=C/c1ccccc1)c1nc(-c2ccc3c(c2)-c2ccccc2C3)cs1	-12%	3%
56	CC[N+](CC)(CC)CCCOC1CC(C)CCC1C(C)C (configuration not stated)	-3%	-1%
57	O=c1c(N2CCN(c3cccc(C(F)(F)F)c3)CC2)csc2ccc(Cl)cc12	12%	-2%
58	Cc1ccc(CCNC(=O)C2CCN(Cc3nc(-c4ccccc4C)oc3C)CC2)cc1	?	2%
59	COC(=O)C1CN(C)CCC1=O (configuration not stated)	-2%	2%
60	Cc1nc2cc(NS(=O)(=O)c3cccc(Cl)c3)ccc2o1	-12%	6%

# Compound profiles, as listed above. Order of values: UDG counterscr | AID inhibitor
# `COc1ccc2cc(COC(=O)C3COc4ccccc4O3)ccc2c1` (configuration not stated) is listed as -7% | 2%
# `CCOC(=O)c1cc(-c2ccc(OC)c(S(=O)(=O)NCc3ccccc3Cl)c2)on1` is listed as -1% | -7%

# New compounds follow:
entry	Molecule	UDG counterscr	AID inhibitor
61	O=C(C1CCCN(S(=O)(=O)c2cccc3nonc23)C1)N1CCN(c2ccccc2F)CC1 (configuration not stated)	0%	69%[activator]
62	CCOC(=O)c1cc(-c2ccc(S(=O)(=O)N3CCN(c4cc(C)ccc4C)CC3)s2)on1	-5%	-7%
63	CCN1CCN(c2nc(C)c3c(c2C#N)CCCC3)CC1	7%	-2%
64	O=C(Nn1cnnc1)c1cc(Cl)ccc1Cl	3%	1%
65	O=C(NCCSCc1ccc(Cl)cc1)C1CCN(S(=O)(=O)Cc2ccccc2)CC1	3%	5%
66	COc1ccccc1NC(=O)C1=C(C)Nc2nc(SCc3ccccc3F)nn2C1c1cccs1 (configuration not stated)	-6%	-1%
67	CCn1c(C)c(C2N3CC4(C)CN2CC(CC)(C3)C4=O)c2ccccc21 (configuration not stated)	10%	16%
68	CC(NC(=O)/C=C/c1ccc(Cl)cc1Cl)C1CC2CCC1C2 (configuration not stated)	1%	-2%
69	CC(=O)c1cccc(NS(=O)(=O)c2cccc(S(=O)(=O)c3ccc(Br)cc3)c2)c1	-5%	12%
70	CCOc1ccc(NC(=O)c2ccc(Cl)c(-n3c(C)nc4cccnc43)c2)cc1	-6%	-4%
71	Cc1ccc(-c2nnc(Nc3ccc(C(N)=O)cc3)c3ccccc23)cc1S(=O)(=O)N1CCCCC1	-9%	-2%
72	O=C(Nc1ccccc1Cl)N1CCC(CN2CCCC2)CC1	-1%	1%
73	Cc1sc(NC(=O)C(c2ccccc2)c2ccccc2)c(C#N)c1C	-7%	58%[activator]
74	CCN(CC)S(=O)(=O)c1ccc(-c2csc(=Nc3cccc(C(F)(F)F)c3)n2Cc2ccc3c(c2)OCO3)cc1	?	-21%
75	Cc1ccccc1NC(=O)c1ccc2c(O)c(S(=O)(=O)c3ccccc3)c(=O)[nH]c2c1	8%	4%
76	O=C(COC(=O)c1cc(-c2ccccc2)nc2ccccc12)c1ccc(Br)cc1	11%	50%[activator]
77	COc1ccccc1-c1nc(C#N)c(NCc2ccc(Cl)cc2)o1	-13%	-22%
78	COc1cccc(CSc2nc3n(n2)C(c2cccc(F)c2)C(C(=O)Nc2ccccc2C)=C(C)N3)c1 (configuration not stated)	-11%[57.5 µM]	-2%
79	Cn1nc(C(=O)NC2CCCCC2)c(Cl)c1C(F)(F)F	4%	1%
80	CCOc1ccc(CNC(=O)Cn2nc(C)c3nn(-c4ccc(Cl)cc4)c(C)c3c2=O)cc1OC	-6%	-10%
81	Cc1cccc(C(=O)Nc2ccccc2C(=O)OCc2cc(=O)n3nc(C4CC4)sc3n2)c1	-8%	15%
82	CCCCOc1ccc(C(=O)N(Cc2ccccc2)C2CCS(=O)(=O)C2)cc1 (configuration not stated)	-8%	-21%
83	CCC(=O)Nc1sc2c(c1C(=O)Nc1ccc(OC)cc1)CCC(C(C)(C)C)C2 (configuration not stated)	-11%	-12%
84	Cc1oc(-c2nc(C#N)c(N3CCCCCC3)o2)cc1S(=O)(=O)N1CCCC1	7%	5%
85	CCCCCNC(=O)c1ccncc1	-3%	-4%
86	Cc1cccc(/C=C/C(=O)N(Cc2ccco2)C2CC2)c1	4%	-9%
87	COc1ccc(OC)c(CNS(=O)(=O)c2ccc(-c3cc(C(F)(F)F)on3)s2)c1	6%	1%
88	O=S(=O)(/C=C/c1ccccc1)NCc1nc2ccccc2s1	-9%	0%
89	Cc1ccc2c(c1)c1c(c(=O)n(-c3ccccc3)c(=O)n1CC(=O)NCCC1=CCCCC1)n2C	14%	12%
90	COCCCNC(=O)c1cnc2sc(N3CCCCCC3)nn2c1=O	-8%	-8%
91	O=C(NCc1ccnc(OCC(F)(F)F)c1)c1ccc(Cl)o1	-4%	2%
92	Cc1ccc(N/N=C/c2ccc(C#N)cc2)cc1	-5%	-6%
93	Cc1ccc(C)c(N2CCN(C(=O)Cn3cnc4onc(-c5ccc(F)cc5)c4c3=O)CC2)c1	0%	-10%
94	Cc1cc(C)c(NC(=O)CN(C)c2nc(CN3CCOCC3)nc3sc(C)c(C)c23)c(C)c1	3%	-9%
95	Cc1cc(NC(=O)CSc2ncc(C(=O)Nc3ccc(F)cc3)c(=O)n2C)no1	0%	7%
96	Cc1cc(C)cc(NCc2nnc3n2CCCCC3)c1	7%	-1%
97	O=C(CCn1c(=O)oc2cc(S(=O)(=O)N3CCCC3)ccc21)Nc1ccc(OC(F)(F)F)cc1	-11%	2%
98	CCOC(=O)c1c(-c2ccc(C)cc2)csc1NC(=O)c1cc(=O)c2cc(C)c(C)cc2o1	-18%	-3%
99	O=c1c(Oc2ccccc2)coc2cc(OCc3ccccc3)ccc12	?	-19%
100	C/C(=N/O)c1ccc(-n2nncc2C23CC4CC(CC(C4)C2)C3)cc1	3%	-1%
101	CC(=O)N1CCCc2cc(S(=O)(=O)Nc3ccc(C)c(F)c3)ccc21	7%	2%
102	COc1cccc(C2CC(=O)Nc3cc(OC)c(OC)c(OC)c32)c1OC(C)C (configuration not stated)	-1%	-6%
103	COc1ccc(NC(=O)COc2ccc(S(=O)(=O)NC3CCCCC3)cc2)c(OC)c1	13%	22%
104	COc1ccc(S(=O)(=O)N(Cc2nc(-c3ccccc3)no2)C2CCCCC2)cc1	-3%	?
105	COc1cccc(C(=O)NC2CC(=O)N(c3ccc4c(c3)OCCO4)C2)c1OC (configuration not stated)	0%	13%
106	CC(C)C(=O)NC(NCc1ccccc1)C(Cl)(Cl)Cl (configuration not stated)	4%	8%
107	COc1ccccc1NC(=O)CN(c1cc(C)cc(C)c1)S(=O)(=O)c1c(C)[nH]c(=O)[nH]c1=O	10%[57.5 µM]	-5%[57.5 µM]
108	Cc1ccc(NS(=O)(=O)c2cc(C(=O)O)cc3c2CCC3)c(F)c1	-10%	-7%
109	COc1cc(OC)cc(C(=O)NC2CCc3ccccc32)c1 (configuration not stated)	2%	4%
110	NS(=O)(=O)c1ccc(CCNC(=O)C2COc3ccccc3C2)cc1 (configuration not stated)	2%	3%
111	CCOc1ccc(NC(=O)CSc2nc(-c3ccc(OC)cc3)nc3c2Cc2c(CO)cnc(C)c2O3)cc1	2%	-4%

# In the list so far, 6 contain an NH in an aromatic ring:
entry	Molecule	UDG counterscr	AID inhibitor
3	O=C(CSCc1ccc(F)cc1)N1CCc2c([nH]c3ccccc23)C1c1ccc(Cl)cc1 (configuration not stated)	-12%[57.5 µM]	?
13	Cc1ccc2nc(/C(C#N)=C/c3cc(I)cc(I)c3OCc3ccccc3)[nH]c2c1	4%	9%
39	CCOC(=O)c1c(C)[nH]c(CCC(=O)NCc2ccccc2C)c1C	-4%[57.5 µM]	3%
41	O=C1CC(c2ccc(OCc3ccc(Cl)cc3)cc2)c2c(nc(-c3ccccc3)[nH]c2=O)N1 (configuration not stated)	7%	3%
75	Cc1ccccc1NC(=O)c1ccc2c(O)c(S(=O)(=O)c3ccccc3)c(=O)[nH]c2c1	8%	4%
107	COc1ccccc1NC(=O)CN(c1cc(C)cc(C)c1)S(=O)(=O)c1c(C)[nH]c(=O)[nH]c1=O	10%[57.5 µM]	-5%[57.5 µM]
